TDP1 inh – qHTS Assay for Inhibitors of Tyrosyl-DNA Phosphodiesterase (TDP1); recombinant TDP1, AlphaScreen DNA substrate cleavage; Potency, µM (series often up to 130 µM), without a hit: top-dose activity change, negative = inhibition, most hits filed as inhibitors; 350,000 compounds, 0.28% hits; also: nearly all actives have a fitted effect of over 40% in size
Target sequence (Q9NUW8 whole entry, looked up): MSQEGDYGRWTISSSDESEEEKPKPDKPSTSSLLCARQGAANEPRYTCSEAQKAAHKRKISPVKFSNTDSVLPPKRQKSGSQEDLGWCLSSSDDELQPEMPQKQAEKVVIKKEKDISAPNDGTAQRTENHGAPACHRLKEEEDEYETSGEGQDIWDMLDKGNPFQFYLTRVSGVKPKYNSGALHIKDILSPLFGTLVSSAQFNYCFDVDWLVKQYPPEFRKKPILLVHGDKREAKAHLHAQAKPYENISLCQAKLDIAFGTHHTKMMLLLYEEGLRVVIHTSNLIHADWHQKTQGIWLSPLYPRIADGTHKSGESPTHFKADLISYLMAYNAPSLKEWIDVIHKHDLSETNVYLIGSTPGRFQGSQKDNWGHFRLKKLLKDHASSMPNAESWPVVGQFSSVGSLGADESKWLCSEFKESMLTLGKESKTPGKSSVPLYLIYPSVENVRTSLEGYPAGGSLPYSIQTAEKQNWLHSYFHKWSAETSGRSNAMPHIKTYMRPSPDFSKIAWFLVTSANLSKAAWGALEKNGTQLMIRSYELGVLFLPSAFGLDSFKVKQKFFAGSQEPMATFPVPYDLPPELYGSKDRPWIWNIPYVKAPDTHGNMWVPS
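Recombinant human Tdp1 (E. coli-expressed, 1 nM final) preincubated with compounds 15 min at room temperature, then 5'-biotin/3'-phosphotyrosine-FITC DNA substrate (15 nM final) added for 5 min. AlphaScreen beads (10 ug/ml final) added 10 min; cleavage lowers signal.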
FEN1 inhibitor – qHTS Assay for the Inhibitors of Human Flap endonuclease 1 (FEN1); P39748; Recombinant FEN1 flap cleavage, fluorescence, 15 min; Potency, µM (doses to about 114 µM), for the others: at the top dose activity change, negative = inhibition, usual class: inhibitors; 390,000 compounds, 0.35% hits; AID 588795, 2011; also: nearly all actives have a fitted effect of over 65% in size
Target sequence (P39748 whole entry, looked up): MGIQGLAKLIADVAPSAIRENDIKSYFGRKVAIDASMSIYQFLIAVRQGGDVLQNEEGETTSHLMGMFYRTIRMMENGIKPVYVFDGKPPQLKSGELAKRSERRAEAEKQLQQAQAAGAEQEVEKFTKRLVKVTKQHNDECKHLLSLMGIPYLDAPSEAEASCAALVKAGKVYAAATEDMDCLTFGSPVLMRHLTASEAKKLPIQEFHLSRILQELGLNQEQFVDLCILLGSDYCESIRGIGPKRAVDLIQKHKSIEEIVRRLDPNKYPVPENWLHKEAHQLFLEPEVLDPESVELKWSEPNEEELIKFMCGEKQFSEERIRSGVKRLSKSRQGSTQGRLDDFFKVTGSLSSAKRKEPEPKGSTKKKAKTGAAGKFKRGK
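Nuclease activity of 10 nM FEN1 was measured after 15 min of room-temperature exposure to titrated compounds, by adding 50 nM flap substrate and reading plates at 0 and 15 min.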
N370S GC – qHTS Assay for Inhibitors and Activators of N370S glucocerebrosidase as a Potential Chaperone Treatment of Gaucher Disease. Lysosomal acid glucosylceramidase (Homo sapiens), P04062. N370S GC spleen homogenate, 4MU-glucoside fluorescence. Potency, µM (series often up to 59.4 µM), without a hit: at the top dose activity change, negative = inhibition, hits mostly inhibitors. 330,000 compounds, 0.092% hits. AID 2101, 2009;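 also: 0% = full enzyme activity and -100% = no enzyme basal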
The depositor's hits bear a star; ? = inconclusive; . = not tested or not shown; & = joins results of further samples; [ ] = dose if it differs, or a comment. Calls follow the shape of the dose curve; as a rule, active = well fitted curve in the direction sought with a large enough effect; inconclusive = small, poorly fitted or top-dose-only effect, or another doubt; inactive = no such curve, though single readings can be large; an effect the other way counts as inactive or inconclusive. Unless noted, % is scaled to controls: 0 for no effect and ±100 for the full control effect; potency is read from the fitted curve at half-maximal effect.

compound | TDP1 inh | N370S GC | FEN1 inhibitor
Cc1ccc(-c2ccc(/C=N\NC(=O)C3C(=O)NCC3c3ccccc3)o2)cc1Cl (configuration not stated) | 11% | ? | -6%
O=C(Cn1ncc2c3ccccc3n(Cc3ccccc3)c2c1=O)NCCCN1CCCC1 | 2% | -18% | -6%
CCOC(=O)C1C(CC)NC(=S)NC1(C)O (configuration not stated) | 3% | 7% | 19%
CCOC(=O)N1CCN(S(=O)(=O)c2ccc(C(=O)Nc3sc4c(c3C#N)CCC4)cc2)CC1 | -2% | -2% | -6%
C/C(=N\NC(=O)c1nnn(-c2nonc2N)c1-c1ccc2c(c1)OCO2)c1ccc(C)cc1 | 1% | 0% | ?
COc1ccc(C(=O)NNC(=O)COc2ccc(Cl)cc2C)cc1S(=O)(=O)N1CCOCC1 | -6% | -5% | 4%
CCn1c(SCC(=O)NC2CC2)nnc1-c1csc(C)c1 | 0% | -10% | -18%
CCOCCCN(C(=O)Nc1ccc(Cl)cc1)C1CCN(C(C)=O)CC1 | -3% | . | 14%
O=C(NCC(c1ccco1)N1CCc2ccccc2C1)C(=O)Nc1ccccc1F (configuration not stated) | 0% | 0% | -13%
CC1Cc2ccccc2N1C(=O)CN1C(=O)NC(C)(c2ccc3c(c2)OCCO3)C1=O (configuration not stated) | 7% | -7% | 5%
CC(C)(C)c1nc(N2CCN(C(=O)c3ccco3)CC2)c2nnn(Cc3ccccc3)c2n1 | 5% | 11% | -19%
CCCc1cc2c(c(=O)o1)C(O)C1OC1C2=O (configuration not stated) | -14%[21 µM] | -15%[12.8 µM] | .
COc1ccc(Cc2nc3ccc(C(=O)N(C)Cc4cc(C)[nH]n4)cc3o2)cc1OC | 1% | -11% | 8%
O=C(Cn1nnc2ccccc21)OCc1ccccc1 | 0% | 2% | -2%
NC(=O)c1nsc(C(=O)N(Cc2ccccc2Cl)C(C(=O)NCC2CCCO2)c2ccc(O)cc2)c1N (configuration not stated) | 3% | -2% | -14%

Part of the list above, showing only FEN1 inhibitor and TDP1 inh.
Molecule	FEN1 inhibitor	TDP1 inh
CC1Cc2ccccc2N1C(=O)CN1C(=O)NC(C)(c2ccc3c(c2)OCCO3)C1=O (configuration not stated)	5%	7%
CCOCCCN(C(=O)Nc1ccc(Cl)cc1)C1CCN(C(C)=O)CC1	14%	-3%
Cc1ccc(-c2ccc(/C=N\NC(=O)C3C(=O)NCC3c3ccccc3)o2)cc1Cl (configuration not stated)	-6%	11%
CCOC(=O)N1CCN(S(=O)(=O)c2ccc(C(=O)Nc3sc4c(c3C#N)CCC4)cc2)CC1	-6%	-2%
CCn1c(SCC(=O)NC2CC2)nnc1-c1csc(C)c1	-18%	0%

Additional records follow.
compound | TDP1 inh | N370S GC | FEN1 inhibitor
Cc1ccc(S(=O)(=O)N2CCCCC2)cc1NC(=O)COC(=O)Cc1c(F)cccc1Cl | -2% | -1% | -3%
CC(=O)Nc1ccc(NC(=O)C(Cc2ccccc2)N2Cc3ccccc3C2=O)cc1 (configuration not stated) | 7% | . | -2%
O=C(CCc1ccccn1)N1CCCC(Nc2ccc(F)cc2)C1 (configuration not stated) | 0% | -14% | 8%
CN(c1ccc(C(=O)NCc2cccnc2)cc1)S(C)(=O)=O | 0% | -4% | -8%
COC(=O)c1c(NC(NC(=O)c2ccccc2)(C(F)(F)F)C(F)(F)F)sc2c1CCN(C)C2 | 3% | -2% | -14%
Cc1cccc(-n2c(C)cc(/C=N/NC(=O)c3ccc(CN4CCOCC4)cc3)c2C)c1 | 5% | -8% | 3%
OCC1(Cc2ccccc2)CCN(Cc2cc3ccccc3o2)CC1 | 2% | -5% | -3%
COc1c(C)cccc1C(=O)Nc1ccc(OCC(=O)N2CCOCC2)cc1C | -3% | -12% | 6%
Cc1ccc(CNC(=O)c2ccc([N+](=O)[O-])o2)cc1 | -1% | -1% | ?
C[C@]12CC[C@H]3c4ccc(OC[C@H]5CO5)cc4CC[C@H]3[C@H]1CC[C@@H]2O | 7%[21 µM] | -4%[12.8 µM] | .
COc1ccc(C(=O)Nc2cc(C)nn2-c2ccc(C)cc2)cc1 | -3%[0.0935 µM] | -5% | 2%
CC(C)c1ccc(NC(=S)N2CCCC2)cc1 | 2%[56.1 µM] | 0% | -1%
C=C1CCC2C(C)(CO)C(O)CCC2(C)C1C/C=C1\C(=O)OCC1O (configuration not stated) | 13%[56.1 µM] | -17% | -4%
O=C(NC1CCOc2ccccc21)c1ccccn1 (configuration not stated) | 14% | -3% | -6%
Cc1ccccc1-c1cc(C(=O)O)n(CC2CC(c3cccnc3)=NO2)n1 (configuration not stated) | 3% | . | 4%
O=C(COC(=O)c1ccc(Br)o1)Nc1ccc(Br)cc1 | 1% | . | 7%
COc1cc(-c2ccc(NC(C)=O)c(OC)c2)ccc1NC(C)=O | . | -4% | 17%
Cc1cccc(-c2n[nH]c(=S)n2C)c1 | 3% | 1% | 2%
CC(C)OCCCNC(=O)c1ccc(CN2CCc3ccccc3C2)cc1 | . | -3% | 12%
O=C1SC(SCc2ccccc2)=N/C1=C\c1ccc(C(=O)O)cc1 | . | -6% | -8%
O=C(CCCNc1ccccc1)N/N=C/c1cccs1 | -3% | 2% | 8%
COC(=O)c1ccc(-c2nc(O)c(C)s2)cc1 | -3% | -1% | -1%
COc1cc(/C=N/NC(=O)COc2ccccc2[N+](=O)[O-])ccc1OC(=O)c1ccco1 | 3% | 11% | 8%
CCO[C@H]1OC(C(=O)NC2CC2)=C[C@@H](c2ccccc2)[C@@H]1CCCO | -1% | 7% | -14%
O=C(COc1ncnc2ccccc12)Nc1cc([N+](=O)[O-])ccc1Cl | 3% | 3% | 14%
CC(CNC(=O)c1cc(COc2ccc3ncccc3c2)on1)c1ccccc1 (configuration not stated) | 2% | -12% | -20%
CNS(=O)(=O)c1cc(OC)c(OC)cc1CC(=O)OC | 2% | ? | -15%
S=c1[nH]nc(-c2cccs2)n1Cc1ccccc1 | 8% | 3% | -1%
COc1ccc([N+](=O)[O-])cc1C(=O)Nc1ccc(OCC(=O)N2CCOCC2)cc1 | 0% | -1% | -6%
CN1CCN(C(=O)NC2CCCN2S(=O)(=O)c2ccc(Cl)cc2)CC1 (configuration not stated) | -3% | 1% | 0%
Cc1ccc(Nc2nc(N)nc(CSC(=S)N3CCOCC3)n2)cc1 | 0% | 3% | -15%
CCN1CCN(C(=O)c2cn(CC)c3ccc(S(=O)(=O)N(C)C)cc3c2=O)CC1 | 3% | 8% | 12%
O=C(Nc1ccc(F)cc1)c1ccc(C(=O)N2CCCC(O)C2)cc1 (configuration not stated) | -3% | -7% | 18%
CCCNC(=O)CN(Cc1ccccc1F)S(=O)(=O)c1ccc(C)cc1 | 0% | 2% | 0%
O=C(CCC(=O)Nc1ccccc1)NNC(=O)COc1ccccc1 | -2% | -3% | 8%
O=C(CSc1nc2ccccc2c(=O)n1-c1ccc(F)cc1)Nc1ccc(C(=O)O)cc1 | . | -20% | 0%
CCOc1ccc(NC(=O)c2oc3ccccc3c2NC(=O)Cc2ccc(OC)c(OC)c2)cc1 | 1% | . | -14%
CCCC(C)NC(=O)C1CCN(C(=O)C2CC(=O)N(c3ccc(C)cc3)C2)CC1 (configuration not stated) | . | -5% | 4%
CCOC(=O)C(=NC1CCS(=O)(=O)C1)NNc1ccc(Br)cc1 (configuration not stated) | 8% | -8% | -11%
O=C1C(=O)c2ccccc2C(O)=C1c1ccccc1F | 3% | -7% | 4%
CCn1nc(C(=O)Nc2cccc(S(=O)(=O)N3CCCC3)c2)c2ccccc2c1=O | 0% | . | 3%
O=C(COc1cccc2cccnc12)N/N=C/c1cccn1-c1ccc(F)cc1 | . | ? | ?
CN(CC(=O)Nc1ccccc1C(F)(F)F)C(=O)c1ccc(N2C(=O)CCC2=O)cc1 | . | -5% | 0%
COc1ccc(NC(=O)NCc2ccc(Cl)cc2)cc1 | 6% | -1% | 1%
COc1ccc(S(=O)(=O)NC(C)C(=O)NCC2CCCO2)cc1OC (configuration not stated) | 14% | -1% | 2%

Complete entries as entered above. Screens in order: TDP1 inh	N370S GC	FEN1 inhibitor
Listed for COc1ccc(S(=O)(=O)NC(C)C(=O)NCC2CCCO2)cc1OC (configuration not stated) = 14%	-1%	2%
Listed for O=C1C(=O)c2ccccc2C(O)=C1c1ccccc1F = 3%	-7%	4%
Listed for O=C(COc1cccc2cccnc12)N/N=C/c1cccn1-c1ccc(F)cc1 = .	?	?
Listed for CN(CC(=O)Nc1ccccc1C(F)(F)F)C(=O)c1ccc(N2C(=O)CCC2=O)cc1 = .	-5%	0%
Listed for CCOc1ccc(NC(=O)c2oc3ccccc3c2NC(=O)Cc2ccc(OC)c(OC)c2)cc1 = 1%	.	-14%

The results go on.
compound | TDP1 inh | N370S GC | FEN1 inhibitor
COCCn1c(C)cc(C(=O)COC(=O)/C=C/c2c(C)nn(C3CCS(=O)(=O)C3)c2Cl)c1C (configuration not stated) | 8% | -6% | 0%
Cc1ccc(Nc2nnc(C3C(=O)N(C)C4(C)CC3c3cc(Br)ccc3O4)s2)cc1 (configuration not stated) | 8% | ? | 0%
COc1cccc(CNC(=O)CSc2nnc3c(n2)[nH]c2ccc(F)cc23)c1 | -1% | -6% | 11%
CSCCC(C(=O)O)N1C(=O)c2ccc(C(=O)O)cc2C1=O (configuration not stated) | 5% | -2% | -2%
CSc1cccc(CN2CCN(Cc3ccccc3)C(CCO)C2)c1 (configuration not stated) | 12% | -8% | -2%
COc1ccc(CCN2C(=O)C(C)=C(C)C2=O)cc1OC | 3% | 0% | -15%
CC(=O)Oc1ccc2c(=O)oc(-c3ccccc3C)nc2c1 | . | -3% | -3%
COc1ccc(NC(=O)CN(C)S(=O)(=O)c2cnc[nH]2)cc1Cl | 1%&-3% | -3% | -16%&-1%
CC(C)n1nc(C(=O)OCC(=O)c2c[nH]c3ccccc23)c2ccccc2c1=O | 2% | 8% | -16%
CCCc1ccc(OC(=O)c2sc3ncn(Cc4cccc(F)c4)c(=O)c3c2C)cc1 | 2% | . | -11%
COc1ccc(/C=C2/C(=O)OCc3cc(OC)c(OC)cc32)c(OC)c1 | 1% | -3% | 6%
Cc1ccc(CN2C(=O)C(O)(c3c(C)[nH]c4ccccc34)c3ccccc32)cc1 (configuration not stated) | 1% | . | -12%
O=C(O)c1ccncc1 | 7% | 9% | .
COc1ccc(C(=O)Nc2ccc(NC(C)=O)cc2)cc1S(=O)(=O)N(C)Cc1ccccc1 | 0% | . | -22%
O=S(=O)(CCc1ccccc1)c1nnnn1-c1ccccc1 | 9% | 1% | .
COc1ccc(Cc2n[nH]c(=S)n2C)cc1Br | -3% | 3% | -20%
O=C(NC(=S)N1CCN(c2ccc([N+](=O)[O-])cc2Cl)CC1)c1ccco1 | 9% | 4% | 6%
CC1(C)C2CCC1(CS(=O)(=O)Nc1ccccc1)C(=O)C2 (configuration not stated) | -2% | 0% | -7%
CC1CC(C)CN(C(=O)CCNC(=O)Cn2ccc3ccccc3c2=O)C1 (configuration not stated) | . | -2% | 2%
Cc1c(Cl)c([N+](=O)[O-])nn1CCCC(=O)N(Cc1ccccc1)Cc1ccccc1 | -1% | 14% | -22%
CCc1ccc(CN(C)C(C)C(=O)Nc2ccc(S(=O)(=O)N3CCCC3)cc2)cc1 (configuration not stated) | -1% | -12% | -21%
O=C1c2oc3ccc(Cl)cc3c(=O)c2C(c2cccc(Br)c2)N1CCO (configuration not stated) | 3% | -4% | -3%
COc1ccc(CCNC(=O)COc2ccccc2[N+](=O)[O-])cc1OC | 6% | -2% | 2%
CCOc1ccc(NC(=O)c2c(NCc3cccnc3)sc3c2CCCC3)cc1 | 6% | . | 4%
CC(C)Cn1c(=O)c(-[n+]2ccccc2)c([O-])c2ccccc21 | 8% | 7% | -10%
CCC(CC)C(=O)OCC(=O)NC12CC3CC(CC(C3)C1)C2 | -2% | 3%[12.8 µM] | 1%
CCN1C(=O)[C@@H]2[C@@H](c3ccc(SC4CCCCC4)cc3)N3CCCC[C@@]3(C(=O)OC)[C@@H]2C1=O | 1% | -5% | 0%

Screening data from PubChem.
